High-throughput results: PubChem BioAssay, National Center for Advancing Translational Sciences (NCATS)
DT40 TDP1 no CPT: qHTS for Inhibitors of human tyrosyl-DNA phosphodiesterase 1 (TDP1): qHTS in cells in absence of CPT. AID 686978, 2013. 420,000 tested, 15% active. DT40 Tdp1-/- hTDP1 cells, no CPT, ATP luminescence, 48 h. Potency, µM (highest dose often 46.2 µM), without a hit: at the top dose activity change, negative = growth inhibition, actives largely listed as inhibitors; note: nearly all actives have a fitted effect of over 55% in size
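Readout: luminescence from CellTiter-Glo after 30 min in the dark at RT. Cells: DT40 Tdp1-/- with stable hTDP1, 400/well. Exposure: compounds alone, ≥48 hr, 37 °C.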
KAT2A inh: inhibitors of human GCN5L2 histone acetyltransferase; GCN5L2 HAT assay, ThioGlo1 CoA-SH fluorescence; Potency, µM (top dose mostly 58.9 µM), inactives show top-dose activity change, negative = inhibition, actives largely listed as inhibitors; 390,000 tested, 0.21% active
Target sequence (Q92830 whole entry, looked up): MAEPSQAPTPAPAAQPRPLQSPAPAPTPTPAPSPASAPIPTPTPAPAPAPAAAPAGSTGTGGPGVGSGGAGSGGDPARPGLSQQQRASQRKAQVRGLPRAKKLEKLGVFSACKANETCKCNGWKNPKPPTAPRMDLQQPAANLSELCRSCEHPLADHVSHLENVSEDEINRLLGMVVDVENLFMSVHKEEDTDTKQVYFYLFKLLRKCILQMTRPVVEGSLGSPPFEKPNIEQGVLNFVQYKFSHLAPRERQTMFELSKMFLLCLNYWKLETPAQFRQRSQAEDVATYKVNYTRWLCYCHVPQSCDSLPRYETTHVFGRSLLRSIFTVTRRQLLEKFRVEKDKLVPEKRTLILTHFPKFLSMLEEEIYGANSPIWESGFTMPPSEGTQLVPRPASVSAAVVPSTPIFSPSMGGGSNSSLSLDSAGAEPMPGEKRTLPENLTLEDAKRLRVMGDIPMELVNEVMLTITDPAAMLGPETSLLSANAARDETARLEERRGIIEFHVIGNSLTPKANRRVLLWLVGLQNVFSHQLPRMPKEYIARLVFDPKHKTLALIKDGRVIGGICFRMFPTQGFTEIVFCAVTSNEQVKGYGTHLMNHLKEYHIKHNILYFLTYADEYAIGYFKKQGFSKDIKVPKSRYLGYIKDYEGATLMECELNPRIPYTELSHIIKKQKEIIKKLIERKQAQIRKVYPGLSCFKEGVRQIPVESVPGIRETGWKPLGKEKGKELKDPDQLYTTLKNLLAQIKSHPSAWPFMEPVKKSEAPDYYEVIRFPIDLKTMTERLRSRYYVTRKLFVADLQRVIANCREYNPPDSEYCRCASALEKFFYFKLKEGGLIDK
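Preincubate 20nM GCN5L2 with compound 15 min, RT → add 50uM ThioGlo1 + 75uM H3(1-25) + 70uM acetyl-CoA → read fluorescence 0 and 20 min. Primary qHTS; fluorescent artifacts likely.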
TDP1 cell CPT: DT40-hTDP1 cell growth loss with CPT; 420,000 tested, 12% active; chicken DT40 Tdp1-/-;hTDP1 cells + 20 nM CPT, ATP luminescence, 48 h; Potency, µM (series often up to 46.2 µM), inactives show at the highest dose activity change, negative = growth inhibition, most hits filed as inhibitors; note: nearly all actives have a fitted effect of over 55% in size
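Chicken DT40 Tdp1-/- cells stably complemented with human TDP1 were seeded at 400 cells/well in medium containing 20 nM camptothecin, exposed to pin-transferred compounds, and grown at 37 °C for at least 48 hr. Viability was read as ATP luminescence.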
Numbers without * were called inactive; ? = inconclusive; · = not tested or not shown; & = joins results of further samples; [ ] = dose if it differs, or a comment. Calls come from the whole dose curve; as a rule, active = well fitted curve in the direction sought with a large enough effect; inconclusive = small, poorly fitted or top-dose-only effect, or another doubt; inactive = no such curve, though single readings can be large; an effect the other way counts as inactive or inconclusive. % is set by controls: 0 for no effect and ±100 for the full control effect; potency is the fitted concentration of half-maximal effect.

SMILES | DT40 TDP1 no CPT | KAT2A inh | TDP1 cell CPT
Cc1ccc(Nc2c(O)nc[nH]c2=O)cc1 | 3% | · | 3%
CCOc1ccc(NC(=O)c2cc(C)nc3c2c(C)nn3-c2ccc(C)cc2)cc1 | -26% | 6% | ?
Cc1cccc(C)c1NC(=S)N(CCN(C)C)C(C)c1cccnc1 (stereo unspecified) | -18% | -4% | 4%
O=C1CCCN1CCC(=O)N1CCCC(Nc2ccc(F)c(F)c2)C1 (stereo unspecified) | -14% | -1% | -1%
CN(CC(=O)Nc1cccnc1Cl)S(=O)(=O)c1ccc(Cl)cc1 | 7% | 3% | -23%
FC(F)(F)COCC(F)(F)F | 0% | 0% | 9%
CC1Cc2ccccc2N1Cc1nc2cc(C(F)(F)F)ccc2c(=O)[nH]1 (stereo unspecified) | ? | -14% | ?
COc1ccc(OCCNC2CCCC2)cc1 | -23% | -1% | -16%
CCCn1c(=O)c2c(C(=O)OCC)cc(-c3ccco3)nc2n(CCC)c1=O | -17% | -12% | 0%
CCC1CCCCN1S(=O)(=O)c1ccc(NC(=O)CSc2ncccc2C(=O)O)cc1 (stereo unspecified) | 4% | -2% | -7%
O=C(NCc1ccco1)C(=O)N1CCCC1 | 34%[activator] | 12% | 0%
Cc1cc(C)cc(OCC(=O)Nc2nc3c(s2)CC(C(C)(C)C)CC3)c1 (stereo unspecified) | 23µM* | 1% | 18µM*
CCOc1ccc(NS(=O)(=O)c2ccc(NS(=O)(=O)c3ccc(SC)cc3)cc2)cc1 | 8% | -8% | 2%
O=S(Cc1cc(Oc2ccccc2)nc(-c2ccccc2)n1)c1ccccc1 (stereo unspecified) | ? | -6% | -20%
Cn1c(NC(=O)/C=C/c2ccco2)cc(=O)n(C)c1=O | -18% | -2% | -17%
COc1ccc(-c2nc(CN3CCC(C(=O)NC4CCCc5ccccc54)CC3)c(C)o2)cc1OC (stereo unspecified) | ? | · | ?
COc1ccccc1/C=N/NC(=O)C(=O)N1CCN(c2ccccc2OC)CC1 | -3% | -1% | -25%
Cc1cc(-c2ccnc(-n3ncc(C(=O)NCC4COCCO4)c3C)n2)c(C)s1 (stereo unspecified) | 4.1µM* | · | ?
Cc1ccc(Cn2c(C(=O)O)c(CNCCc3ccco3)c3ccc(C)cc32)cc1 | -18% | -3% | -23%
O=C1c2ccccc2C(=O)N1CCCOCc1c[nH]c(=O)[nH]c1=O | -21% | -4% | -21%
O=S(=O)(c1ccc(-c2cc(C(F)(F)F)on2)s1)N1CCN(c2ccc(F)cc2)CC1 | ? | 24% | ?
O=C(NCC(F)(F)F)c1[nH]c(C(F)(F)F)nc1-c1ccccc1 | -6% | · | 3%
O=C1OCCC1Sc1nc2ccccc2n1Cc1ccccc1 (stereo unspecified) | -4% | 2% | 6%
Cn1c(=Nc2ccccc2)sc2ccccc21 | -3% | -4% | -14%

Molecules listed so far that have an aryl methoxy group, in the order listed:
SMILES | DT40 TDP1 no CPT | KAT2A inh | TDP1 cell CPT
COc1ccc(OCCNC2CCCC2)cc1 | -23% | -1% | -16%
COc1ccc(-c2nc(CN3CCC(C(=O)NC4CCCc5ccccc54)CC3)c(C)o2)cc1OC (stereo unspecified) | ? | · | ?
COc1ccccc1/C=N/NC(=O)C(=O)N1CCN(c2ccccc2OC)CC1 | -3% | -1% | -25%

Continued.
SMILES | DT40 TDP1 no CPT | KAT2A inh | TDP1 cell CPT
O=C(NNC(=S)Nc1ccccc1)c1ccc(O)cc1 | -1% | 2% | -14%
O=C(Nc1ccc2c(c1)OCCO2)C1CCN(S(=O)(=O)Cc2ccccc2)CC1 | -15% | -1% | -12%
C=CCC1(Cl)C(=O)C(Cl)=C(N2CCOCC2)C1(OC)OC (stereo unspecified) | 1% | -17% | -1%
Cn1c(CNC(=O)c2ccc(Cl)c(Cl)c2)nnc1SCC(=O)Nc1sc2c(c1C#N)CCCC2 | -13% | -15% | -11%
OCCN1CCN(c2nc(-c3ccccc3O)nc3ccccc23)CC1 | 16µM* | -1% | -8%
O=C(C[n+]1cccc(Cl)c1)c1ccc(O)c(O)c1 | -24% | · | 6%
CC(C)(C)c1ccc(S(=O)(=O)N2CCC(c3ccncc3)CC2)cc1 | 8.2µM* | -13% | 13µM*
N#Cc1ccc(CN2C=NS(=O)(=O)c3ccccc32)cc1 | 3% | 5% | -2%
FCCCOc1ccc(-c2nccc(-c3ccc(F)cc3)n2)cc1 | -4% | -1% | ?
OC(c1ccccc1)c1nccn1Cc1ccccc1 (stereo unspecified) | 3% | -5% | 15%
CC(=O)Nc1cccc(OCCOc2cccc([N+](=O)[O-])c2)c1 | -32% | · | -20%
Oc1ccccc1CNc1ccc(OC(F)(F)F)cc1 | ? | -5% | -25%
O=C(Cc1cccc2ccccc12)N1CC[C@@]2(O)CCCC[C@H]2C1 | ? | 3% | -8%
COc1ccccc1CNc1nc(Nc2ccccc2Cl)c2sccc2n1 | 7.3µM* | · | 9.2µM*
COC(=O)c1cc(S(=O)(=O)NCC2CCN(Cc3ccccc3F)CC2)c[nH]1 | -27%&-16% | -17%&0% | 11%&-29%
Cc1cccn2c(=O)c(/C=C(\C#N)C(=O)NC3CCS(=O)(=O)C3)c(Oc3ccc(F)cc3)nc12 (stereo unspecified) | 21µM* | -3% | ?
CC1=NNC(=O)C1CC(=O)N/N=C(\C)c1ccco1 (stereo unspecified) | 2% | -2% | -12%
O=C(O)c1cccc(Cn2cc(Br)cn2)c1 | -16% | -4% | -24%
Cc1nnc(SCC(=O)NC2CCCC(C)C2C)n1N (stereo unspecified) | 2% | 0% | -1%
COc1cc(C(=O)NC(=S)NCc2ccco2)cc(OC)c1OC | 21µM* | -6% | 18µM*
Cc1cnc(-n2ncc(C(=O)NCc3ccccn3)c2C2CC2)nc1-c1cccs1 | -19% | · | 6%[9.04 µM]
Nc1ccccc1C(=O)NCCCN1CCOCC1 | -10% | 2% | -2%
Fc1ccc(-c2[nH]ncc2CN2CCN(c3ccc(F)cc3)CC2)cc1 | ? | 0% | -26%
Cc1ccc(NC2=Nc3ccccc3CS2)cc1 | -3% | 1% | 1%

Quoted at random: 7 entries already listed, in no set order.
SMILES | DT40 TDP1 no CPT | KAT2A inh | TDP1 cell CPT
Nc1ccccc1C(=O)NCCCN1CCOCC1 | -10% | 2% | -2%
Cc1ccc(NC2=Nc3ccccc3CS2)cc1 | -3% | 1% | 1%
COC(=O)c1cc(S(=O)(=O)NCC2CCN(Cc3ccccc3F)CC2)c[nH]1 | -27%&-16% | -17%&0% | 11%&-29%
Cc1nnc(SCC(=O)NC2CCCC(C)C2C)n1N (stereo unspecified) | 2% | 0% | -1%
Fc1ccc(-c2[nH]ncc2CN2CCN(c3ccc(F)cc3)CC2)cc1 | ? | 0% | -26%
Cc1cccn2c(=O)c(/C=C(\C#N)C(=O)NC3CCS(=O)(=O)C3)c(Oc3ccc(F)cc3)nc12 (stereo unspecified) | 21µM* | -3% | ?
O=C(Cc1cccc2ccccc12)N1CC[C@@]2(O)CCCC[C@H]2C1 | ? | 3% | -8%

Next section:
SMILES | DT40 TDP1 no CPT | KAT2A inh | TDP1 cell CPT
O=C(NCCC1CCCCN1S(=O)(=O)c1ccc(Cl)cc1)C(=O)NCc1cccnc1 (stereo unspecified) | ? | -6% | ?
O=C(CSc1ncccn1)N/N=C/c1cccc([N+](=O)[O-])c1 | -29% | 34%[activator] | 20%
C=CC[C@]12CCc3ccccc3C1N(c1ccc(C(=O)OCC)cc1)C2=O (stereo partly specified) | ? | ? | ?
COc1ccc(N=Cc2c(O)c3ccccc3oc2=O)cc1 | 3% | -15% | -24%
COc1ccc(C)cc1NC(=O)Nn1cnnc1 | -3% | -7% | 9%
O=C(NCCc1ccccc1)c1ccc(CS(=O)Cc2cccc(Cl)c2)o1 (stereo unspecified) | -14% | -4% | -29%
COc1ccccc1NC(=O)COc1ccc(C(=O)OCC(=O)NC(C)(C)C)cc1OC | ? | -10% | ?
CC(C)(C)OC(=O)C[C@H]1C/C=C\C[C@H](CC(=O)NCCO)C(=O)N2CCC[C@@H]2COC1=O | -21% | -1% | -9%
O=C(NCCc1ccccc1)C1CC1 | 19% | -11% | 1%
Cc1cnc(C(=O)OCC(=O)c2ccc(-c3ccccc3)cc2)cn1 | -4% | -5% | 0%
CN(C)c1nc(SCC(=O)Nc2ccccc2)nc(N2CCOCC2)n1 | -16% | -8% | 3%
CCOC(=O)c1ccc(NC(=O)CSc2nc(C)c(Cc3ccccc3)c(=O)[nH]2)cc1 | -28% | 1% | ?
CCn1ncc(Br)c1C(=O)Nc1nccs1 | 3% | -20% | 2%
O=C(COC(=O)c1ccc[nH]c1=O)NC1CCCc2ccccc21 (stereo unspecified) | -2% | 2% | -2%
O=c1[nH]c(/C=C/c2ccc(OC(F)F)cc2)nc2c1cnn2-c1ccccc1 | ? | -1% | ?
Cc1cc[n+](CC(=O)Nc2cc(C(F)(F)F)ccc2Cl)cc1 | -10% | 1% | -16%
Cc1ccc(CNc2ccc(S(=O)(=O)N3CCOCC3)cc2[N+](=O)[O-])cc1 | ? | -8% | ?
Cc1c(C(=O)Nc2nnc(SCc3ccccc3Cl)s2)cccc1[N+](=O)[O-] | -29% | 3% | -17%
Cc1nc2c(Br)c3nc(C(F)(F)F)[nH]c3c(Br)c2[nH]1 | -20% | -3% | -6%
O=C(CSc1nc2ccc(NC(=O)CSc3nnnn3-c3ccccc3)cc2s1)Nc1ccccc1 | ? | -14% | 16µM*
CCOc1ccc(CCNC(=O)CCCc2nnc3n(CCCOC)c(=O)c4sccc4n23)cc1 | -33% | -1% | ?
CN(C)/C=C/C(=O)/C=C/c1ccc(Cl)cc1 | ? | -2% | -2%
Cc1cccc(N2CCN(S(=O)(=O)c3csc(C(N)=O)c3)CC2)c1C | 21µM* | -10% | 12µM*
CCOC(=O)c1cnn(Cc2ccccc2)c1N | 2% | -2% | 15%
O=c1[nH]c2ccc(S(=O)(=O)N3CCCCC3)cc2[nH]c1=O | ? | 0% | -1%
O=C(O)COc1ccc(S(=O)(=O)NCCc2ccccc2)cc1 | 3% | -6% | 10%
CO/N=C/CC(=O)c1cnc(-c2ccc(Cl)cc2)s1 | ? | -2% | ?
NC(=O)c1c(N)[nH]c(C(=O)c2ccccc2)c1-c1ccccc1Br | 18µM* | · | ?
CCN(CC)C(=O)C1=C(C)N(CCCN2CCCC2=O)C(=O)C(CC(=O)NCc2ccco2)C1 (stereo unspecified) | -16% | · | 2%
COc1ccc(NC(=O)C(c2ccncc2)n2c(=O)c(-c3cc4ccccc4[nH]3)nc3ccccc32)cc1 (stereo unspecified) | 18µM* | · | ?
O=C(/C=C/c1cccc([N+](=O)[O-])c1)Nc1cc(C(=O)O)cc(C(=O)O)c1 | ? | -4% | ?
CCCCCCN1C[C@@H](O)[C@H](n2cc(-c3ccc(F)cc3)nn2)C[C@@H]1c1ccc(C)cc1 | 21µM* | · | ?
COc1ccc(CCn2nnnc2C(CC(C)C)N2CCN(c3ncccn3)CC2)cc1OC (stereo unspecified) | -25% | -4% | -6%
O=C(Oc1ccccc1)N1CCN(C(=O)c2ccco2)CC1 | 0% | -2% | 10%
Cc1cccc(NC(=O)CSCC(=O)Nc2ccc(S(=O)(=O)N3CCCCC3)cc2)c1 | -63% | -20% | ?
COCCn1c(=O)c(C)nc2cnc(N3CCOCC3)nc21 | 10% | -13% | 3%
COc1cc(C(=O)OCC(=O)N2CCC(Cc3ccccc3)CC2)cc(OC)c1OC | 16µM* | -8% | ?
O=C1O[C@@H](c2ccccc2)C[C@@H](O)[C@H](O)CCc2ccccc21 | 0% | · | -2%
O=C(c1ccco1)N1CCN(/C=C2\Nc3ccccc3C(=O)N2c2ccc(F)cc2)CC1 | -28% | · | -3%
Cc1ccccc1-c1noc(C23CC4CC(CC(C4)C2)C3)n1 | ? | -2% | ?
COc1ccccc1CNc1nc(NCc2ccccc2OC)c2sccc2n1 | 15µM* | · | 12µM*
O=C(CN1CCN(c2ccccc2)CC1)Nc1ccc2c(c1)OCCO2 | 4% | -15% | -5%
CCCC(C)NC(=O)c1c2c(nc3ccccc13)CCC2 (stereo unspecified) | -20% | -15% | 1%
COC(=O)C1CC(O)CN1C(=O)c1ccco1 (stereo unspecified) | -7% | -20% | -3%
CN(Cc1ccccc1)C(=O)CSc1nc2cc(C(=O)N3CCC(C(N)=O)CC3)ccc2c(=O)n1-c1ccccc1 | -13% | -27% | -8%
CC(NC(=O)CCNS(=O)(=O)c1cccc2nsnc12)c1ccccc1 (stereo unspecified) | -4%&-20% | -2%&2% | -24%&2%
